Source: PubChem (several laboratories)
GalR3 antag: human GalR3 antagonism; O60755; HEK293 GalR3-CNG cAMP membrane potential fluorescence; galR3 body fused to GalR1 C-terminus; inhibition, % at 3 µM; 360,000 compounds, 0.44% hits; AID 651719;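 active means inhibition above the screen-wide average plus 3 SD, cut at about 13% in these data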;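 further: forskolin and galanin both at EC90 stimulate the cells; cAMP rise reported by CNG channel membrane potential dye signal; 0% = forskolin plus galanin with DMSO and 100% = forskolin alone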
Target sequence (O60755 1-299 limits assumed): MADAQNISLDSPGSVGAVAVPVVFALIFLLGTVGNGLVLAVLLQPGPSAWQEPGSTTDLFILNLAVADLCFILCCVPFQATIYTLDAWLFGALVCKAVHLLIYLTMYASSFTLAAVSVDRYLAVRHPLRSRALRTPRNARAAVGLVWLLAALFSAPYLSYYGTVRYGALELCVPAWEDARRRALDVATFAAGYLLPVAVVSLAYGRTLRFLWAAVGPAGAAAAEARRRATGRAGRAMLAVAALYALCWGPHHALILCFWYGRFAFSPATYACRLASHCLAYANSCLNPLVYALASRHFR
MEKK2mut PB1 HTS: signal of MEK5 binding to mutant human MEKK2 PB1 domain; 290,000 compounds, 0.35% hits; bead flow cytometry, Alexa488-MEK5 binding to MEKK2 mutant; percent response, % at 10 µM; in the data active means percent response above about 24%, passing the limit was not always enough; further: inactives centre near 1; some results filed as inactive read as strong as hits; reference of the scale not given here
MEKK2wt PB1 HTS: raises or lowers MEK5 binding to wildtype human MEKK2 PB1 domain; Q9Y2U5; bead flow cytometry, Alexa488-MEK5 binding to MEKK2 WT; actives lie on both sides; binding response (% of control), % at 10 µM; 290,000 compounds, 1.1% hits; in the data active means binding response below about 67% or above about 130%
MEKK3 PB1 HTS: MEKK3-MEK5 PB1 interaction, increase or decrease; bead-based flow cytometry, Alexa488-MEK5 binding to MEKK3; actives lie on both sides; 0 = blocked by unlabeled MEK5, 100 = vehicle; binding response (% of control), % at 10 µM; 290,000 compounds, 1.4% hits; AID 1529;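 active means binding response more than 3 SD above or below the average of its plate-row segment, actives on both sides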;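 further: Alexa488 bead fluorescence after subtracting the streptavidin-only scavenger bead signal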
Target sequence (Q99759 whole entry, looked up): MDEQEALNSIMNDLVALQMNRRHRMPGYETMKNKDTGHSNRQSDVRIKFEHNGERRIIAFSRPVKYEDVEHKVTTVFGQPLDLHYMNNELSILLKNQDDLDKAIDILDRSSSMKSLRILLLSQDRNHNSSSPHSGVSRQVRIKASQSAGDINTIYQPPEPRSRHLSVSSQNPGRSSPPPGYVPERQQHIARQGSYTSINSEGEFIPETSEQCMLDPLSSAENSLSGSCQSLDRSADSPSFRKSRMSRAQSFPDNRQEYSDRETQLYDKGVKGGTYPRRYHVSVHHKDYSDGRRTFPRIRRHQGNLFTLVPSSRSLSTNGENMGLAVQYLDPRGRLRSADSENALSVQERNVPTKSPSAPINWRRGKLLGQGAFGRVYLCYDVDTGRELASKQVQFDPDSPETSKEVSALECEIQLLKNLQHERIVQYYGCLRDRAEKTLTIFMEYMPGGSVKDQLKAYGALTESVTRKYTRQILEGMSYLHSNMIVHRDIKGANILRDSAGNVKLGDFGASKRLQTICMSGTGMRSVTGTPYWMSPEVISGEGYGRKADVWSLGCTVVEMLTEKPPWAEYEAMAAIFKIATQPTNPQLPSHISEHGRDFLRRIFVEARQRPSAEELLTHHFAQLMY
Starred values were filed as active, the others as inactive; / = not tested or not shown; & = joins results of further samples. The list is partial; count on the stated rates, not on these rows.

SMILES	GalR3 antag	MEKK2mut PB1 HTS	MEKK2wt PB1 HTS	MEKK3 PB1 HTS
CCC/C=C(\CCC)C(NP(=O)(c1ccccc1)c1ccccc1)c1ccccc1 (stereo not given)	/	-2	98	105
C[N+]1(CCC(C(N)=O)(c2ccccc2)c2ccccc2)CCCCC1	/	7	116	110
O=P1(c2ccccc2)CC=CC1	-5	/	/	/
O=C(NC1CCCCC1)N1Cc2cc(N3CCOCC3)ccc2-n2nncc2C1	3	/	/	/
Cc1cccc(C)c1-n1nnnc1C(c1ccccc1OC(F)(F)F)N1CCC(n2c(=O)[nH]c3ccccc32)CC1 (stereo not given)	-5	/	/	/
COc1cc(OC)cc(C(=O)NCCN2CCC3(CC2)C(=O)NCN3c2ccccc2)c1	-6	/	/	/
COc1ccc(-n2nnnc2C(c2cccc(OC)c2OC)N2CCC(n3c(=O)[nH]c4ccccc43)CC2)cc1 (stereo not given)	-5	/	/	/
CC(C)OC(=O)C1C(c2ccc(I)cc2)CC2CCC1N2C (stereo not given)	-7	/	/	/
CC(N)Cc1ccc(O)cc1 (stereo not given)	0&-3	/	/	/
CC(C)C[C@H]1COc2cccc(N3CCN(C)CC3)c2S(=O)(=O)N1	-7	/	/	/

Entries of single compounds as entered above. Order of screens: GalR3 antag	MEKK2mut PB1 HTS	MEKK2wt PB1 HTS	MEKK3 PB1 HTS
`COc1ccc(-n2nnnc2C(c2cccc(OC)c2OC)N2CCC(n3c(=O)[nH]c4ccccc43)CC2)cc1` (stereo not given) is listed with -5	/	/	/
`COc1cc(OC)cc(C(=O)NCCN2CCC3(CC2)C(=O)NCN3c2ccccc2)c1` is listed with -6	/	/	/
`CC(C)OC(=O)C1C(c2ccc(I)cc2)CC2CCC1N2C` (stereo not given) is listed with -7	/	/	/
`O=C(NC1CCCCC1)N1Cc2cc(N3CCOCC3)ccc2-n2nncc2C1` is listed with 3	/	/	/
`O=P1(c2ccccc2)CC=CC1` is listed with -5	/	/	/

Later entries:
SMILES	GalR3 antag	MEKK2mut PB1 HTS	MEKK2wt PB1 HTS	MEKK3 PB1 HTS
O=c1[nH]c2ccccc2n1C1CCN(C(c2nnnn2Cc2ccccc2)C2CC2)CC1 (stereo not given)	-7	/	/	/
COc1ccc(-c2nc3ccc(Br)cn3c2CC(=O)N2CCCC2)cc1OC	-6	/	/	/
C[C@H]1CNCCN1c1ccc(N2CC[C@H](O)C2)c(C#N)c1	-7	/	/	/
CC(C)NC1(c2ccccc2)CCCCC1	-4	/	/	/
O=C1NCN(c2ccccc2)C12CCN(C(c1cccc3ccccc13)c1nnnn1C1CCCCC1)CC2 (stereo not given)	-2	/	/	/
CN(C)c1cccc(CN2CCN(c3ccccc3)CC2)c1	-4	/	/	/
COC(=O)C1=COC(C)C2CN3CCc4c([nH]c5cc(OC)ccc45)C3CC12 (stereo not given)	-6	/	/	/
O=C(NCCN1CCC2(CC1)C(=O)NCN2c1cccc(F)c1)c1ccc2ccccc2c1	-11	/	/	/
CCCCn1nnnc1C(c1cccc2ccccc12)N1CCC2(CC1)C(=O)NCN2c1ccccc1 (stereo not given)	-8	/	/	/
CC1C(=O)CC2(C(C)C)CC12 (stereo not given)	-4	/	/	/

Retrieved one by one from above, two records:
SMILES	GalR3 antag	MEKK2mut PB1 HTS	MEKK2wt PB1 HTS	MEKK3 PB1 HTS
O=c1[nH]c2ccccc2n1C1CCN(C(c2nnnn2Cc2ccccc2)C2CC2)CC1 (stereo not given)	-7	/	/	/
CC1C(=O)CC2(C(C)C)CC12 (stereo not given)	-4	/	/	/

The listing continues:
SMILES	GalR3 antag	MEKK2mut PB1 HTS	MEKK2wt PB1 HTS	MEKK3 PB1 HTS
NC(Cc1ccc(Cl)cc1)c1csc(Nc2ncccn2)n1 (stereo not given)	-7	/	/	/
CCC(c1nnnn1C1CCCCC1)N1CCC2(CC1)C(=O)NCN2c1ccccc1 (stereo not given)	-6	/	/	/
CCOC(=O)[C@]12Cc3cc4ccccc4cc3[C@H]1N(Cc1ccccc1)C(=O)c1cc(OC)ccc12	-6	/	/	/
Fc1cccc(-c2ccc3c(c2)CNCc2cnnn2-3)c1	-7	/	/	/
O=C(NC1CCCCC1)N1Cc2cc(Br)ccc2-n2nncc2C1	-3	/	/	/
CCOC(=O)CNC(=O)N1Cc2cc(-c3ccccc3)ccc2-n2nncc2C1	-7	/	/	/
O=c1[nH]c2ccccc2n1C1CCN(C(c2nnnn2-c2ccc3c(c2)OCCO3)C2CC2)CC1 (stereo not given)	-3	/	/	/
COC(=O)C1C(c2ccc(C)cc2)CC2CCC1N2C (stereo not given)	-2	/	/	/
COc1ccc(-c2ccc3c(c2)CNCc2cnnn2-3)cc1	-2	/	/	/
Cc1cc(N2CCNC[C@H]2C)ccc1N1CCN[C@H](C)C1	-1	/	/	/
CCOC(=O)[C@]12Cc3cc(Cl)ccc3[C@H]1N(C(C)C)C(=O)c1ccccc12	-8	/	/	/
COc1ccc(-n2nnnc2C(c2ccccc2)N2CCC3(CC2)C(=O)NCN3c2ccccc2)cc1 (stereo not given)	-5	/	/	/
CCCCn1nnnc1C(CCc1ccccc1)N1CCC(n2c(=O)[nH]c3ccccc32)CC1 (stereo not given)	-8	/	/	/
Cc1cc(N2CCNC[C@H]2C)ccc1N1CCN[C@@H](C)C1	-6	/	/	/
COc1ccc(C(c2nnnn2C(C)(C)C)N2CCC3(CC2)C(=O)NCN3c2ccccc2)cc1 (stereo not given)	-2	/	/	/
O=C1c2ccccc2-n2nnnc2C2c3ccccc3-n3nncc3CN12 (stereo not given)	-5	/	/	/
CN1CC[C@@H]2CN[C@H](c3ccccc3)C[C@@H]21	-7	/	/	/
COC12c3ccccc3-c3ccccc3C1C(C(=O)O)C2C(=O)O (stereo not given)	-5	/	/	/
C=CC12CN(C)C3C4COC(CC41)C1(C(=O)Nc4ccccc41)C32 (stereo not given)	-1	/	/	/
COc1ccc(CN2Cc3cc(N4CCCCC4)ccc3-n3nncc3C2)cc1	-6	/	/	/
CNC(C)Cc1ccc(OC)cc1 (stereo not given)	-3	/	/	/
CSCCC(c1nnnn1C1CCCC1)N1CCC2(CC1)C(=O)NCN2c1ccccc1 (stereo not given)	-8	/	/	/
COc1ccc(CN2Cc3cc(-c4ccccc4)ccc3-n3nncc3C2)cc1	-6	/	/	/
O=C(NCCN1CCC2(CC1)C(=O)NCN2c1ccccc1)C(c1ccccc1)c1ccccc1	-7	/	/	/
COOCC1(C(=O)OC)C[C@H](c2ccc(OC)cc2)N(Cc2ccccc2OC)[C@@H]1c1ccccc1C (stereo not given in full)	1	/	/	/
O=c1[nH]c2ccccc2n1C1CCN(C(c2ccnc3ccccc23)c2nnnn2Cc2ccccc2)CC1 (stereo not given)	-6	/	/	/
CCOC(=O)[C@]12Cc3c(cc(OC)c(OC)c3OC)[C@H]1N(CCC(=O)OC)C(=O)c1ccccc12	-6	/	/	/
O=C1NCN(c2ccccc2)C12CCN(C(c1cccs1)c1nnnn1C1CCCC1)CC2 (stereo not given)	-4	/	/	/
O=c1[nH]c2ccccc2n1C1CCN(C(CCc2ccccc2)c2nnnn2-c2ccc3c(c2)OCCO3)CC1 (stereo not given)	21*	/	/	/
COc1ccc2nc(-c3ccc(CN4CCC(n5c(=O)[nH]c6cc(Cl)ccc65)CC4)cc3)c(-c3ccccc3)nc2c1	-4	/	/	/
OC1CN2CCCC(O)C2C1O (stereo not given)	-7	/	/	/
CCOC(=O)[C@]12Cc3cc(OC)ccc3[C@H]1N(C)C(=O)c1ccccc12	-6	/	/	/
COc1ccccc1N	-3	/	/	/
C[C@]12CCC3C(CC[C@H]4C[C@@H](O)CC[C@]34C)C1CC[C@@]2(O)C(F)(F)F (stereo not given in full)	-5	/	/	/
CCOC(=O)[C@]12Cc3cc(C)ccc3[C@H]1N(C1CCCCC1)C(=O)c1ccccc12	34*	/	/	/
CC(C)CN1Cc2cc(N3CCCCC3)ccc2-n2nncc2C1	-4	/	/	/
Cc1ccc(C(O)(C(=O)OC(C)C)C(O)c2ccc(F)cc2)cc1 (stereo not given)	-5	/	/	/
O=C(NC1CCCCC1)N1Cc2cc(-c3ccccc3)ccc2-n2nncc2C1	1	/	/	/
COC(=O)C1(F)C(=O)NC(=O)NC1O (stereo not given)	-1	/	/	/
COc1ccc(-n2nnnc2C(c2ccccc2OC(F)(F)F)N2CCC(n3c(=O)[nH]c4ccccc43)CC2)cc1 (stereo not given)	-5	/	/	/
C=CCNC(=S)N1Cc2cc(Br)ccc2-n2nncc2C1	-8	/	/	/
Brc1ccc2c(c1)-n1nncc1CNC2	-8	/	/	/
CCOC(=O)[C@]12Cc3ccccc3[C@H]1N(C(C)C)C(=O)c1ccccc12	-4	/	/	/
O=c1[nH]c2ccccc2n1C1CCN(Cc2ccc(-c3nc4ccccc4nc3-c3ccccc3)cc2)CC1	-9	/	/	/
CSCCC(c1nnnn1C1CCCCC1)N1CCC2(CC1)C(=O)NCN2c1ccccc1 (stereo not given)	-6	/	/	/
CSCCC(c1nnnn1-c1ccc2c(c1)OCCO2)N1CCC2(CC1)C(=O)NCN2c1ccccc1 (stereo not given)	-4	/	/	/
COC(=O)C1C(c2ccccc2)CC2CCC1N2C (stereo not given)	-3	/	/	/
Cc1cccc(C)c1-n1nnnc1C(c1cccc2ccccc12)N1CCC2(CC1)C(=O)NCN2c1ccccc1 (stereo not given)	-6	/	/	/
CC(C)(C)n1nnnc1C(c1ccccc1)N1CCC2(CC1)C(=O)NCN2c1ccccc1 (stereo not given)	-4	/	/	/
CCOC(=O)[C@]12Cc3cc(C)ccc3[C@H]1N(CCC(=O)OC)C(=O)c1ccccc12	-6	/	/	/
Next section:
SMILES	GalR3 antag	MEKK2mut PB1 HTS	MEKK2wt PB1 HTS	MEKK3 PB1 HTS
Cc1cccc(C)c1-n1nnnc1C(CCc1ccccc1)N1CCC(n2c(=O)[nH]c3ccccc32)CC1 (stereo not given)	1	/	/	/
O=C1NCN(c2ccccc2)C12CCN(C(c1cccc3ccccc13)c1nnnn1Cc1ccccc1)CC2 (stereo not given)	-8	/	/	/
Clc1cccc(N2Cc3cc(N4CCOCC4)ccc3-n3nncc3C2)c1	1	/	/	/
CCOC(=O)[C@]12Cc3cc(OC)ccc3[C@H]1N(C(C)C)C(=O)c1ccccc12	-5	/	/	/
Cc1cc(N2CCNC[C@@H]2C)ccc1N1CC[C@@H](O)C1	-7	/	/	/
Cc1cccc(C)c1-n1nnnc1C(CCc1ccccc1)N1CCC2(CC1)C(=O)NCN2c1ccccc1 (stereo not given)	-5	/	/	/
O=c1[nH]c2ccccc2n1C1CCN(C(c2ccccc2)c2nnnn2Cc2ccccc2)CC1 (stereo not given)	-2	/	/	/
c1ccc2oc(-c3ccc4c(c3)CNCc3cnnn3-4)cc2c1	-7	/	/	/
O=C1c2ccccc2-n2nnc(-c3ccccc3)c2C2c3cc(Br)ccc3CCN12 (stereo not given)	-1	/	/	/
Cc1ccccc1-c1ccc2c(c1)CNCc1cnnn1-2	-2	/	/	/
